AID2073 – disruptors of CaV2.2 binding to Mint1 – biochemical, HTRF (AID 2073); HTRF protein-protein interaction, Mint1-CaV2.2; higher % means a stronger effect; inhibition, % at 20 µM; hits with a dose series show IC50 in µM; 290,000 compounds, 0.19% hits; in the data active = inhibition mostly above about 51%, no sharp cut-off; note: some results filed as inactive read as strong as hits
RSV CPE inhibition – inhibition of RSV-induced cytopathic effect – HEp-2 cells, primary 10 µM value included (AID 2391); one-dose CPE inhibition, % at 10 µM; IC50 in µM for titrated hits; HEp-2 cells, RSV-induced CPE inhibition; higher % means a stronger effect; 310,000 compounds, 0.13% hits; in the data active = a potency from the dose series; note: strong numbers were not always called active
NTR1 agonist – NTR1-driven beta-arrestin-GFP spot formation – imaging, U2OS cells, high content, primary screen (AID 493036); agonist mode; activation, % at 20 µM; 330,000 compounds, 0.17% hits;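 active = activation at or above 40% of the spot to cytoplasm intensity ratio, with at least 20 cells analyzed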;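 note: 0% = DMSO without peptide and 100% = 100 nM NTR1 peptide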
Target sequence (P30989 whole entry, looked up): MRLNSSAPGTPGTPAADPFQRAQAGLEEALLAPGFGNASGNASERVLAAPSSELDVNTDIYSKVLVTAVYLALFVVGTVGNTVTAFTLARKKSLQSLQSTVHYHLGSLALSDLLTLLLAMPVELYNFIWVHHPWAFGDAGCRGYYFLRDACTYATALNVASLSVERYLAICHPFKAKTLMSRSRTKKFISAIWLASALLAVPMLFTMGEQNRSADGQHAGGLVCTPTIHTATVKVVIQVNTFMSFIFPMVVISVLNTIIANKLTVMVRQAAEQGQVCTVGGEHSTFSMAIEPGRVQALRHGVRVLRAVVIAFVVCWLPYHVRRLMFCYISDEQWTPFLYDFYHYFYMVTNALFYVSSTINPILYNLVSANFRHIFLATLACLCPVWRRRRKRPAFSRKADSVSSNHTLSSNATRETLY
Siah-1 displacement – Siah-1 peptide-binding antagonists, primary screen, biochemical, fluorescence polarization, rhodamine-plectin, uHTS (AID 1817) | Siah-1 / rhodamine-plectin peptide fluorescence polarization; higher % means a stronger effect | displacement, % at 20 µM; hits with a dose series show IC50 in µM | 290,000 compounds, 0.02% hits;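 active = displacement of at least 50% at 20 µM, with a fluorescence ratio check between 0.3 and a set limit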;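 note: plate controls were Siah plus tracer with DMSO for no effect and tracer alone without Siah for full effect; strong numbers were not always called active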
Rac1 GTP hydrolysis – MgcRacGAP GTPase-activating activity inhibitors, confirmation, biochemical, ADP Hunter fluorescence. AID 624330. MgcRacGAP-stimulated Rac1 GTP hydrolysis, ADP Hunter fluorescence; higher % means a stronger effect; GST-tagged Rac1 F28L mutant substrate. inhibition, % at 30 µM, or IC50 in µM where a hit was titrated. 340,000 compounds, 0.6% hits;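 active = first-screen hits whose inhibition reached a set limit at any dose in the follow-up dose series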;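 note: fluorescence reports GDP produced by GAP-driven GTP hydrolysis; strong numbers were not always called active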
Dengue-2 NS5 capping – flavivirus cap methylation enzyme inhibition – biochemical, confirmation dose response, primary screen (AID 588689); Dengue-2 NS5 methyltransferase capping enzyme assay, biochemical; higher % means a stronger effect; inhibition, % at 25 µM; hits with a dose series show IC50 in µM; 340,000 compounds, 0.3% hits; in the data active = a potency from the dose series
Large T inhibition – SV40 large T antigen inhibitors, biochemical (AID 1903). SV40 large T antigen ATPase/helicase inhibition assay; higher % means a stronger effect. inhibition, % at 20 µM, or IC50 in µM where a hit was titrated. 310,000 compounds, 0.39% hits; in the data active = a potency from the dose series; note: strong numbers were not always called active
K1F lysis inhibition – inhibition of K1F phage lysis, E. coli UTI89, bacterial capsule biogenesis inhibitors, alamar blue (AID 488966); inhibition, % at 100 µM; hits with a dose series show IC50 in µM; 340,000 compounds, 0.02% hits; E. coli UTI89 K1F phage lysis, alamar blue, 2 h; higher % means a stronger effect;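 active = phage lysis inhibition, versus mean bacterial control, above a set limit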;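 note: capsule biogenesis inhibitors block K1F phage lysis so surviving cells raise fluorescence; higher fluorescence means more inhibition of phage lysis; actives were called in the ten point dose series up to 300 µM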
West Nile antiviral – West Nile virus antiviral activity, cell-based, CPE readout (AID 1621); West Nile virus-infected cells, CPE inhibition; higher % means a stronger effect; one-dose CPE inhibition, % at 10 µM; IC50 in µM for titrated hits; 290,000 compounds, 0.02% hits; in the data active = a potency from the dose series; note: strong numbers were not always called active
NTR1 agonist cell count 20 µM – recorded beside NTR1 agonist, whose call it bears; cell count; measured here: cell count, cytotoxicity flag
Dengue-2 NS5 capping pilot replicate – second read-out of Dengue-2 NS5 capping, no call of its own (marks repeat the call); inhibition, %; measured here: pilot screen replicate inhibition
An asterisk follows results filed as active; i = inactive; · = not tested or not shown; [ ] = remark or other dose.

SMILES	AID2073	RSV CPE inhibition	NTR1 agonist	NTR1 agonist cell count 20 µM	Siah-1 displacement	Rac1 GTP hydrolysis	Dengue-2 NS5 capping	Large T inhibition	K1F lysis inhibition	West Nile antiviral	others
N#Cc1cn(CC(=O)N2CCCC2)c2ccccc12	7%	2.0%	-0.2	75	-1%	0%	-3%	1%	0.5%	0.1%
O=C(N/N=C/c1c[nH]c2ccccc12)c1ccn[nH]1	-5%	-1.8%	1.7	35	14%	3%	-6%	7%	0.0%	0.3%
COc1ccc(C(CNC(=O)c2cc(C)oc2C)N2CCOCC2)cc1 (stereo not drawn)	12%	1.9%	0.9	77	3%	-3%	-3%	20%	0.1%	-0.2%
Cc1ccc(C(=O)N2CCOCC2)cc1[N+](=O)[O-]	5%	0.4%	0.0	37	0%	5%	-6%	6%	4.8%	-0.2%
CCOC(=O)c1c(NC(=O)c2cnn3c2NC(c2cccc(OC)c2)CC3C(F)(F)F)sc2c1CCCC2 (stereo not drawn)	-1%	5.1%	2.8	67	-4%	9%	1%	0%	1.7%	-0.2%
Cc1ccc(C)c(S(=O)(=O)Nc2ccc(C(N)=O)cc2)c1	12%	0.2%	-0.6	46	-2%	6%	1%	21%	i	1.0%
O=C(Nc1cccc(C(=O)N2CCOCC2)c1)c1ccc([N+](=O)[O-])cc1	7%	0.8%	0.8	57	3%	8%	4%	2%	1.8%[50 µM]	-0.2%
CCOc1ccc(-c2nnc(-c3cccnc3)o2)cc1OCC	24%	2.0%	4.9	98	0%	7%	-5%	1%	0.9%	0.4%
CCC(C)NC(=S)Nc1ccc2nc(N3CCOCC3)cc(C)c2c1 (stereo not drawn)	12%	1.1%	4.4	78	-3%	8%	1%	5%	0.1%	-0.8%
COc1ccc(Oc2nc(SC)nc3ccccc23)cc1	-8%	-0.2%	5.7	40	-2%	3%	-6%	4%	0.3%	0.1%
COc1cc2[nH]c(=S)nc(Nc3ccc(NC(C)=O)cc3)c2cc1OC	35%	1.7%	-0.8	105	-6%	306µM*	3%	10%	0.7%	0.4%
CCOC(=O)c1c(C)[nH]c(C)c1S(=O)(=O)NCC1CCN(Cc2ccccc2F)CC1	12%	0.3%	-1.7	50	4%	10%	-4%	15%	0.5%	-0.7%
Cc1ccc2c(c1)N(C(=O)CCC(=O)NC1CCCCCC1)CC(C)O2 (stereo not drawn)	-1%	0.2%	0.3	51	-1%	-3%	-8%	8%	-1.7%	-1.2%
Cc1ccc(S(=O)(=O)N2CCCCC2)cc1NC(=O)Nc1ccc(Cl)cc1Cl	16%	3.1%	9.6	83	0%	6%	-2%	7%	0.2%	-0.3%
CC(=O)c1ccc(N2CCC(C(=O)O)CC2)cc1	-6%	0.1%	-0.5	79	6%	10%	-7%	23%	0.0%	·
C[C@H](CO)N1C[C@H](C)[C@@H](CN(C)S(=O)(=O)c2cn(C)cn2)Oc2ccc(NC(=O)Nc3ccccc3)cc2C1=O	·	·	0.8	62	·	5%	-13%	·	3.7%	·
Cc1cc(C)cc(NC(=O)C(OC(=O)c2cc[n+]([O-])cc2)c2ccccc2)c1 (stereo not drawn)	·	1.7%	2.3	92	·	3%	-4%	·	0.4%[50 µM]	·
O=C(COC(=O)COc1ccc(Br)cc1)NNC(=O)c1ccccc1	·	·	2.9	66	·	2%	0%	·	0.1%[50 µM]	·
CCCOc1ccc(/C(O)=C2/C(=O)C(=O)N(CCN(C)C)C2c2ccc(OC)c(OC)c2)cc1 (stereo not drawn)	13%	1.5%	-0.7	84	4%	5%	-6%	5%	0.7%	0.1%
COc1ccc(OCC(=O)Nc2ccccc2C(=O)Nc2ccc(C(=O)O)cc2)cc1	1%	1.1%	1.1	48	2%	-4%	-2%	-4%	-0.4%[50 µM]	0.2%
COc1ccc(NC2CCCN(Cc3cccc4cnccc34)C2)cc1 (stereo not drawn)	4%	16%	-0.5	58	6%	6%	-1%	31%	0.0%	-1.5%	Dengue-2 NS5 capping pilot replicate=-2.5
Cn1c(CC(=O)NN)c(Sc2ccccc2)c2ccccc21	11%	1.5%	1.1	84	6%	2%	-2%	-3%	0.0%	-1.0%
CC(C)(C)n1ncc2c(=O)n(CC(=O)Nc3ccccc3)cnc21	9%	-0.4%	3.6	46	2%	13%	-4%	0%	0.9%	0.6%
C/C(N)=C(/C#N)C(=O)CSc1ccccc1F	13%	1.0%	-0.6	32	-3%	9%	2%	5%	-0.4%	-0.4%
Cc1nc(Cl)c(C(=O)NCCC(C)C)c(C)c1[N+](=O)[O-]	4%	4.9%	-0.2	42	-2%	8%	0%	-2%	2.9%[50 µM]	0.0%
O=C1C2CCCCC2C(=O)N1c1ccc(S(=O)(=O)Nc2ncccn2)cc1 (stereo not drawn)	10%	0.7%	1.0	60	-5%	4%	-10%	2%	0.2%[50 µM]	0.2%
O=C(COC(=O)c1nc(Cl)ccc1Cl)NC1CCS(=O)(=O)C1 (stereo not drawn)	·	-1.1%	-0.8	64	·	3%	-1%	-3%	-0.8%	·
O=C1C(=O)N(c2ccccn2)C(c2cccc(F)c2)/C1=C(/O)c1ccccc1 (stereo not drawn)	-1%	1.2%	0.5	74	6%	·	-1%	0%	-0.2%	-0.1%
O=C(/C=C/c1ccc(F)cc1)Nc1cccc(S(=O)(=O)Nc2cccc(C(F)(F)F)c2)c1	4%	1.2%	-0.4	30	-3%	2%	-4%	4%	3.5%	-1.0%
CCOC(=O)CN1C(=O)S/C(=C/c2ccc(OC)c([N+](=O)[O-])c2)C1=O	-1%	4.7%	13	71	7%	11%	-4%	-13%	0.0%	-0.4%

An excerpt from above in order of molar mass, smallest number first.
SMILES	AID2073	RSV CPE inhibition	NTR1 agonist	NTR1 agonist cell count 20 µM	Siah-1 displacement	Rac1 GTP hydrolysis	Dengue-2 NS5 capping	Large T inhibition	K1F lysis inhibition	West Nile antiviral	others
CC(=O)c1ccc(N2CCC(C(=O)O)CC2)cc1	-6%	0.1%	-0.5	79	6%	10%	-7%	23%	0.0%	·
Cc1nc(Cl)c(C(=O)NCCC(C)C)c(C)c1[N+](=O)[O-]	4%	4.9%	-0.2	42	-2%	8%	0%	-2%	2.9%[50 µM]	0.0%
Cn1c(CC(=O)NN)c(Sc2ccccc2)c2ccccc21	11%	1.5%	1.1	84	6%	2%	-2%	-3%	0.0%	-1.0%
CC(C)(C)n1ncc2c(=O)n(CC(=O)Nc3ccccc3)cnc21	9%	-0.4%	3.6	46	2%	13%	-4%	0%	0.9%	0.6%
COc1ccc(NC2CCCN(Cc3cccc4cnccc34)C2)cc1 (stereo not drawn)	4%	16%	-0.5	58	6%	6%	-1%	31%	0.0%	-1.5%	Dengue-2 NS5 capping pilot replicate=-2.5
CCOC(=O)CN1C(=O)S/C(=C/c2ccc(OC)c([N+](=O)[O-])c2)C1=O	-1%	4.7%	13	71	7%	11%	-4%	-13%	0.0%	-0.4%
O=C(COC(=O)c1nc(Cl)ccc1Cl)NC1CCS(=O)(=O)C1 (stereo not drawn)	·	-1.1%	-0.8	64	·	3%	-1%	-3%	-0.8%	·
O=C1C(=O)N(c2ccccn2)C(c2cccc(F)c2)/C1=C(/O)c1ccccc1 (stereo not drawn)	-1%	1.2%	0.5	74	6%	·	-1%	0%	-0.2%	-0.1%
Cc1cc(C)cc(NC(=O)C(OC(=O)c2cc[n+]([O-])cc2)c2ccccc2)c1 (stereo not drawn)	·	1.7%	2.3	92	·	3%	-4%	·	0.4%[50 µM]	·
O=C(COC(=O)COc1ccc(Br)cc1)NNC(=O)c1ccccc1	·	·	2.9	66	·	2%	0%	·	0.1%[50 µM]	·
O=C(/C=C/c1ccc(F)cc1)Nc1cccc(S(=O)(=O)Nc2cccc(C(F)(F)F)c2)c1	4%	1.2%	-0.4	30	-3%	2%	-4%	4%	3.5%	-1.0%
CCCOc1ccc(/C(O)=C2/C(=O)C(=O)N(CCN(C)C)C2c2ccc(OC)c(OC)c2)cc1 (stereo not drawn)	13%	1.5%	-0.7	84	4%	5%	-6%	5%	0.7%	0.1%
C[C@H](CO)N1C[C@H](C)[C@@H](CN(C)S(=O)(=O)c2cn(C)cn2)Oc2ccc(NC(=O)Nc3ccccc3)cc2C1=O	·	·	0.8	62	·	5%	-13%	·	3.7%	·

Additional results:
SMILES	AID2073	RSV CPE inhibition	NTR1 agonist	NTR1 agonist cell count 20 µM	Siah-1 displacement	Rac1 GTP hydrolysis	Dengue-2 NS5 capping	Large T inhibition	K1F lysis inhibition	West Nile antiviral	others
COc1ccc(C(=O)N(CN2CCCC2=O)c2ccc(C)cc2)cc1	-6%	-0.3%	3.4	95	-6%	7%	-1%	5%	0.0%	-1.1%
COc1ccc(CN2CCNC(=O)C2CC(=O)NCC2CCOCC2)c(C)c1C (stereo not drawn)	1%	-0.1%	-1.2	63	-2%	-4%	-1%	7%	1.4%[50 µM]	-0.4%
Cc1[nH]c(C)c(C(=O)/C=C/c2ccc([N+](=O)[O-])cc2)c1C	-1%	-0.4%	5.5	60	3%	8%	5%	25%	-0.2%	-0.3%	Dengue-2 NS5 capping pilot replicate=-2.8
CN1CSC2=C(C#N)C(c3cccc(OCc4ccccc4)c3)CC(=O)N2C1 (stereo not drawn)	7.6µM*	3.9%	6.2	48	2%	4%	10%	43%	-0.3%	-0.1%
O=C(NCc1ccccc1)c1c(O)c2ccccc2[nH]c1=O	25%	0.9%	0.4	74	13%	12%	-8%	13%	0.9%	-0.1%
COc1ccc(C)cc1S(=O)(=O)N(C)CC(=O)N1CCCCCC1	-2%	0.6%	2.3	47	-1%	3%	-2%	0%	4.3%	0.2%
CC(C)CNS(=O)(=O)c1ccc(CCC(=O)Nc2ccc3c(c2)OCO3)cc1	1%	1.8%	0.0	56	-2%	9%	-2%	1%	0.6%	0.6%
CC(C)=CCC(C)(C)CNC(=O)NC1CCCCC1	8%	-0.1%	0.4	60	-5%	1%	-8%	6%	1.8%[50 µM]	-0.3%
CC(=O)c1cc(-c2ccccc2)n(CC(=O)N2CCN(C3CCCC3)CC2)c1C	2%	-1.3%	0.1	69	-1%	0%	12%	-3%	-0.5%	-0.2%
CCN(CC)c1ccc(NC(=O)COc2ccc(N(C)S(=O)(=O)c3cccs3)cc2)cc1	6%	2.3%	2.8	61	14%	13%	-1%	9%	0.1%	-0.9%
CC(C)[C@@H]1NC(=O)c2cc([N+](=O)[O-])cc(I)c2NCCCC[C@@H](C(=O)NC(CC(=O)O)C(N)=O)NC(=O)[C@H](CO)NC1=O (stereo partly drawn)	-10%	·	·	·	6%	·	·	22%	·	0.2%
N#Cc1ccccc1Sc1ccccc1C(=O)OCC(=O)N1CCN(C(=O)c2ccco2)CC1	-2%	1.5%	2.4	66	2%	14%	-8%	10%	0.6%	-0.6%
CN1CCC(N(C)C(=O)c2ccccc2F)CC1	-6%	0.9%	-0.2	55	1%	-9%	3%	8%	0.0%	-0.4%	Dengue-2 NS5 capping pilot replicate=2.7
Cc1sc2ncnc(SCC(=O)NC(=O)c3cccn3C)c2c1C	11%	-1.2%	1.8	61	1%	5%	1%	-5%	-0.1%	-0.5%

High-throughput results: PubChem, several laboratories
